# GLP1R cytotox – cytotoxic in the GLP-1 receptor inverse agonist counter-screen. HEK293 cAMP-luciferase reporter cells, luminescence, 24 h. Potency, µM (titrated, usually from 38.3 µM), for the others: top-dose activity change, negative = inhibition, usual class: inhibitors. 410,000 tested, 0.13% active;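 note: loss of luciferase light is scored as toxicity; potency is the fitted concentration of half-maximal effect; % is set by controls: 0 for no effect and ±100 for the full control effect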
#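 To flag toxic compounds, the library was rerun on cells for 24 hr at 37 deg C and 5% CO2. Viability-linked luminescence was captured 12 min after adding luciferase detection reagent.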
# TDP-43 yeast inh – rescues yeast growth from TDP-43 toxicity. Potency, µM (series often up to 46.1 µM), for the others: at the highest dose growth rescue (activation), hits mostly activators. AID 652104. TDP-43 expressing yeast growth rescue, BacTiter-Glo, 24 h. 410,000 tested, 1.8% active; note: potency is the fitted concentration of half-maximal effect; % of control where 0% means no effect; nearly all actives have a fitted effect of over 50% in size
#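 Readout is BacTiter-Glo luminescence of cell growth, so inhibitors register as activators. TDP-43-expressing yeast at OD600=0.02 in galactose medium, after raffinose pregrowth to mid-log, were incubated with compound for 24 hr at 30 deg C.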
# D3 ag – agonists of human D3 dopamine receptor | AID 652048 | max activation, % | D3R DiscoveRx beta-arrestin cells, luminescence, 90 min | P35462 | 410,000 tested, 0.58% active; in the data active = max activation above about 30%; note: 0% is about no effect; mostly tested at two doses, the higher about 12 µM
# Target sequence (P35462 whole entry, looked up): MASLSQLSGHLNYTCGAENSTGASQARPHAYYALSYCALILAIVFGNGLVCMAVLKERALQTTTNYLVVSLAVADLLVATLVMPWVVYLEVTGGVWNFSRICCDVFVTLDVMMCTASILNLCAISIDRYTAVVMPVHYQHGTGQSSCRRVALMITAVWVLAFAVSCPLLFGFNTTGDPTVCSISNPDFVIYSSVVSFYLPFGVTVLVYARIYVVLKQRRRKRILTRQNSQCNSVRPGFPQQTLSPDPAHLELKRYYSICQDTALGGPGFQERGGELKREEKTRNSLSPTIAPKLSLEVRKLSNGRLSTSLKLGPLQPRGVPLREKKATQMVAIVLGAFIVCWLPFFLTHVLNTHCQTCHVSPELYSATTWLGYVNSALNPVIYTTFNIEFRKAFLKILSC
#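 Cells at 1500/well, incubated overnight, then treated with pinned compounds (dopamine as control) for 90 min at 37 degrees C. DiscoveRx reagent added for 30 - 60 minutes at room temperature; luminescence read.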
# PTHR1 ag – activates the human parathyroid hormone receptor PTHR1; Q03431; Potency, µM (highest dose often 115 µM), without a hit: top-dose activation, most hits filed as activators; HEK293 GP2 PTHR1 cells, GloSensor cAMP luminescence, 1 h; 410,000 tested, 0.075% active; note: potency is the fitted concentration of half-maximal effect; nearly all actives have a fitted effect of over 55% in size; some results filed as inactive show a strong effect at the top dose; inactives centre near -15; many of its hits are not listed in these tables
#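 HEK-293-derived GP2 cells expressing PTHR1 and a GloSensor cAMP reporter, 3,000/well, plated overnight, given luciferin plus IBMX (each 0.5 mM as added) for 1 h at 37 °C, then compound for 1 h at 37 °C. Luminescence was read after 15 min at room temperature.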
# GLP1R ag – GLP-1 receptor (human) agonism | P43220 | HEK293 GLP-1R CRE-luciferase, luminescence, 4-6 h; cells express a hypersensitive GLP-1R form | Potency, µM (doses to about 45.6 µM), inactives show top-dose activation, most hits filed as activators | 380,000 tested, 0.007% active | AID 624172; note: potency is the fitted concentration of half-maximal effect; % of control where 0% means no effect
# Target sequence (P43220 whole entry, looked up): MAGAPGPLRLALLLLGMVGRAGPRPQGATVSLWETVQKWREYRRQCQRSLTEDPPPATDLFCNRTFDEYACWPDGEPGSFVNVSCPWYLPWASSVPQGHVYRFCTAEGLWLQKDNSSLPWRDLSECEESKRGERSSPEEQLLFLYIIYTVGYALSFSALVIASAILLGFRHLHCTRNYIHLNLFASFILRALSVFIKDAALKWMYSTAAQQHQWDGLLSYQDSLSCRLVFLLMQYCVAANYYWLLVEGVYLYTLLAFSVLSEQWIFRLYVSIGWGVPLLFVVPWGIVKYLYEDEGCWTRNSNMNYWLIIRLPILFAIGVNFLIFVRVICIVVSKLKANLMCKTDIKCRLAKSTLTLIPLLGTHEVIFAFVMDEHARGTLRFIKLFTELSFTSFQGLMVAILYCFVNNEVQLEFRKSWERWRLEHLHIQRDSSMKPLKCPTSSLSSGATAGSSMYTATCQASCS
# GLP-1R inv ag – inverse agonists of human GLP-1 receptor; 410,000 tested, 1.6% active; HEK293 GLP-1R CRE-luciferase, luminescence, 24 h; GLP-1R form is constitutively active; Potency, µM (doses to about 38.3 µM), inactives show top-dose activity change, negative = inhibition, most hits filed as inhibitors; note: potency is the fitted concentration of half-maximal effect; % is set by controls: 0 for no effect and ±100 for the full control effect; nearly all actives have a fitted effect of over 55% in size
#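 Constitutively active GLP-1R drives a cAMP-responsive luciferase in stably transfected HEK293 cells; test compounds are added after overnight (12 h) attachment and left 24 hr, and signal loss in luminescence marks inhibition.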
# KB-V1 cytotox – kills drug-selected multidrug resistant KB-V1 cells | KB-V1 MDR cells viability, CellTiter-Glo, 72 h | Potency, µM (series often up to 46.1 µM), without a hit: top-dose activity change, negative = cytotoxicity, actives largely listed as cytotoxic | 400,000 tested, 3.4% active | AID 1347076; note: potency is the fitted concentration of half-maximal effect; % is set by controls: 0 for no effect and ±100 for the full control effect; nearly all actives have a fitted effect of over 60% in size
#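 Readout: CellTiter-Glo luminescence, 10 min after addition. Cells: KB-V1 MDR subline, 72 h at 37 degrees C with compound. Analysis: corrected, normalized data fitted to concentration-effect curves.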
# DRD3 antagonist – blocks the human D3 dopamine receptor | 360,000 tested, 2.5% active | P35462 | AID 652054 | max response, negative = inhibition, % | D3R cells, DiscoveRx beta-arrestin luminescence, antagonist mode; hits give low values; in the data active = max response below about -50%; inconclusive = no clear call, values can overlap the other calls; note: % is set by controls: 0 for no effect and ±100 for the full control effect; mostly tested at two doses, the higher about 12 µM
#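 Cells expressing the human receptor were seeded at 1500 cells/well, incubated overnight at 37 degrees C in 5% CO2, then exposed to library compounds with dopamine controls for 90 minutes at 37 degrees C before luminescent detection.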
# aSyn rescue – rescues yeast growth from alpha-synuclein toxicity; Yeast expressing alpha-synuclein, growth rescue, BacTiter-Glo, 24 h; Potency, µM (titrated, usually from 46.1 µM), for the others: at the top dose growth rescue (activation), most hits filed as activators; 370,000 tested, 0.14% active; AID 652106; note: potency is the fitted concentration of half-maximal effect; % of control where 0% means no effect; nearly all actives have a fitted effect of over 65% in size
#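 Galactose-induced alpha-syn yeast (OD600=0.02, raffinose-pregrown) + pinned cpd, 24 hr, 30 deg C; growth by BacTiter-Glo luminescence. Growth restoration scores as activation.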
# * = called active by the depositor; i = inactive; ? = inconclusive; nt = not tested or not shown; [ ] = another dose, or the depositor's remark. Unless noted, calls come from the whole dose curve; as a rule, active = well fitted curve in the direction sought with a large enough effect; inconclusive = small, poorly fitted or top-dose-only effect, or another doubt; inactive = no such curve, though single readings can be large; an effect the other way counts as inactive or inconclusive. Only part of the results is shown, so the mix of outcomes need not match the whole.
SMILES	KB-V1 cytotox	GLP1R cytotox	GLP1R ag	PTHR1 ag	GLP-1R inv ag	aSyn rescue	TDP-43 yeast inh	DRD3 antagonist	D3 ag
O=C(CSc1ccc(F)cc1)Nc1ccc(C2SCCS2)cc1	-18%	12%	15%	i	-10%	-1%	2%	-6	-1
COc1ccc(S(=O)(=O)Nc2ccc(Nc3ccccc3)cc2)cc1	?	-3%	0%	-23%	7.1µM*	?	?	9	-8
O=C(CSc1nc2c(c(=O)n1-c1ccc(Cl)cc1)SCC2)Nc1nccs1	-11%	-21%	-10%	i	6%	-17%	7%	14	8
CCCn1c(SCC(=O)c2ccc(OC)c(OC)c2)nc2c1c(=O)n(C)c(=O)n2C	0%	-12%	25%	i	34%[activator]	-9%	-16%	?	-10
CCOc1cc(C=NNC(=O)c2cccc(S(=O)(=O)N3CCCC3)c2)ccc1O	-1%	4%	-6%	-45%[inhibitor]	-13%	-14%	-6%	0	-2
CC1CCN(C(=O)CSc2nc3ccccc3nc2Cc2ccccc2)CC1	-18%	-8%	nt	-89%[inhibitor]	?	nt	21%	nt	-11
CC(C)c1ccc(/C=C(\C#N)c2nc(-c3cc4ccccc4oc3=O)cs2)cc1	?	9%	nt	i	-5%	nt	4%	nt	1
CN(C)C(=O)CSc1nnc(-c2ccncc2)n1Cc1ccco1	-7%	-4%	3%	i	-11%	-1%	15%	15	0
CCOc1ccc(NC(=O)c2cc3c(=O)n(C)c4ccccc4c3n2C)cc1	10%	-9%	8%	-22%	1%	-1%	0%	12	6
CCOC(=O)CNC(=O)CSc1nc(C(C)C)nc2c1cnn2-c1ccccc1	0%	-26%	4%	i	10%	-5%	9%	20	0
CCc1ccc(S(=O)(=O)NCc2cccn2Cc2cccc(C)c2)cc1	-8%	-1%	nt	i	?	nt	-1%	nt	-2
COc1ccccc1CNC(=O)C1CCCN(C(=O)c2cnn(-c3ccc(F)cc3)c2-n2cccc2)C1 (stereo unspecified)	?	5%	-3%	-26%	?	4%	0%	nt	2
Cc1[nH]c2ccccc2c1CN1CCN(c2ccccn2)CC1	-28%	24%	7%	i	-20%	?	?	-67*	-27
O=C(CNS(=O)(=O)c1ccc(F)cc1)N1CCCCCC1	-2%	-22%	0%	-2%	-15%	0%	6%	1	16
COc1ccc(N(C(C)=O)c2nc(C)cc(C)c2C#N)c(OC)c1	-7%	2%	6%	-20%	8%	-1%	-23%[9.22 µM]	-24	-14
O=C1Nc2ccccc2-n2nnnc2C1N1CCCN(Cc2ccc(F)cc2)CC1 (stereo unspecified)	?	-1%	nt	-3%	-6%	0%	13%	10	-1
Cc1ccccc1CNC(=O)C(=O)NCC1CCCN1S(=O)(=O)c1ccccc1 (stereo unspecified)	?	16%	0%	-20%	4%	-1%	25%	-1	-5
COc1ccc(CCNC(=O)CCCn2c(=O)c3ccccc3n(Cc3ccccc3)c2=O)cc1OC	-13%	-6%	0%	-2%	-7%	nt	6%	nt	5
COc1ccc(C2(C)NC(=O)N(CC(=O)Nc3ccc4ccccc4c3)C2=O)cc1OC (stereo unspecified)	3%	3%	21%	-25%	-21%	-5%	-15%	3	12
CCOC(=O)c1cc(-c2ccc(Cl)s2)[nH]n1	23%	-25%	11%	i	-14%	1%	7%	0	1
CC(C)N(C(=O)CSc1nnc(Cn2nnc3ccccc32)n1C)C(C)C	5%	-10%	-11%	6%[57.5 µM]	-27%	1%	6%	10	7
c1cc[n+](CCCC[n+]2ccccc2)cc1	25%	1%	3%	-22%	3%	-1%	12%	-1	5
Cc1ccccc1NC(=O)CN1C(=O)S/C(=C\c2ccc(-c3cc(C(=O)O)ccc3C)o2)C1=O	?	-5%	5%	2%	-2%	2%	0%	?	-17
CCOc1ccc(/C=C2\SC(=S)N(CCC(=O)Nc3cccc(C(=O)O)c3)C2=O)cc1	?	0%	1%	-14%	16%	-11%	-7%	7	5
O=C(COC(=O)CCC(=O)c1ccccc1)NNC(=O)c1ccc(Cl)cc1	0%	15%	-7%	-1%	17%	-3%	19%	2	-4
COC(=O)c1cccc(NC(=O)CSc2nnc(C)o2)c1	-6%	-6%	3%	-8%	4%	-2%	-26%	-2	-2
CC(C)Nc1nc(-c2ccccn2)nc(-c2ccccc2)c1C#N	5%	-4%	12%	-22%	-15%	-2%	-10%	9	2
CCOc1ccc(NC(=O)CSC(N)=O)cc1	-19%	-1%	-6%	-9%[57.5 µM]	1%	-3%	-2%	-72*	-5
O=C(Cn1ccn(-c2ccc(F)c(F)c2)c(=O)c1=O)Nc1ccccc1F	nt	1%	nt	i	-1%	nt	1%	nt	-16
COc1ccc(C(C(=O)NC2CCCC2)N(C(=O)c2snc(C(N)=O)c2N)c2cccc(O)c2)cc1 (stereo unspecified)	21%	0%	8%	-12%	?	1%	-26%	16	7
O=C(Nc1oc2ccccc2c(=O)c1-c1ccc(Cl)cc1)c1ccco1	-3%	1%	1%	8%	-6%	-17%	-14%	-15	4
C[C@H](CO)N1C[C@H](C)[C@@H](CN(C)C(=O)c2ccc(N3CCN(C)CC3)cc2)OCc2cnnn2CCCC1=O	1%	0%	-5%	?	24%	19%	-2%	0	-13
Cc1ccc(C(=O)NC2CCN(CC(=O)NC3CCC(C)CC3)CC2)cc1 (stereo unspecified)	13%	-5%	11%	-20%	-8%	5%	-15%	-10	-6
CCCCN(CCCC)CCNC(=O)c1cn(C)c2ccc(S(=O)(=O)N3CCOCC3)cc2c1=O	9%	5%	nt	i	-6%	nt	11%	nt	6
COc1cccc(-c2cc3nc(NCCCN(C)C)n(C)c(=O)c3s2)c1	-3%	6%	-2%	4%	-23%	2%	-15%	-6	-8
Cc1ccc(S(=O)(=O)N(C)C)cc1NC(=O)COC(=O)CCC1CCCCC1	-4%	-17%	4%	-2%	?	8%	-20%	-6	-1
Cc1cc(C)n(CCC(=O)N/N=C/c2ccccc2O)n1	8.2µM*	4%	-13%	i	-24%	-2%	6%	6	11
CCOC(=O)Cc1csc(NC(=O)CCN2C(=O)c3cccc([N+](=O)[O-])c3C2=O)n1	-3%	-6%	-1%	i	6%	0%	22%	11	2
O=C(NCC1CCCO1)c1ccc2c3n(nc2c1)-c1ccccc1CO3 (stereo unspecified)	?	9%	1%	-32%[inhibitor]	11%	1%	18%	-6	0
Cc1ccc(N(C(C)C(=O)N2CCN(Cc3ccccc3)CC2)S(C)(=O)=O)cc1 (stereo unspecified)	-16%	-10%	5%	-36%[inhibitor]	-15%	-5%	-23%	9	-10
O=C1CN(C(=O)CSc2nc3ccccc3c(=O)n2CC2CCCO2)c2ccccc2N1 (stereo unspecified)	-3%	1%	-6%	18%	3%	-1%	1%	-18	-6
Cc1cc2ncn(S(=O)(=O)c3ccc(S(=O)(=O)N4CCOCC4)cc3)c2cc1C	-18%	3%	2%	-7%[57.5 µM]	10%	-6%	19%	8	2
COCCNC(=O)C(OC(=O)c1cc2oc(C)cc2n1C)C(C)C (stereo unspecified)	-3%	-16%	0%	i	13%	-3%	-3%	3	-6
CC(=O)N1CCN(c2nc(CC(C)C)c3c(c2C#N)CCC3)CC1	-9%	6%	1%	-20%	7%	7%	22%	?	-11
CC1(C)Cc2c(C#N)c(N3CCN(C(=O)c4ccccc4)CC3)nc(Cc3ccccc3)c2CO1	18µM*	12%	-11%	i	-9%	-1%	8%	4	-2
CSCC[C@H](NC(=O)OC(C)(C)C)c1nnc(SCC(N)=O)o1	8%	4%	-8%	i	15%	1%	1%	4	1
Cc1cc(N(CCO)CCO)ccc1N=Nc1cc(F)ccc1F	-1%	-4%[0.307 µM]	21%	-13%	4%[0.307 µM]	0%	11%	-74*	-8
Cc1cc(C)c(NC(=O)C2CCN(c3nnc(C)c4c(C)n(-c5ccccc5)nc34)CC2)c(C)c1	-6%	1%	nt	24%	16%	nt	-7%	nt	-24
COc1ccc(-c2nn(-c3ccccc3)cc2/C=N/O)cc1OC	-14%	1%	9%	-26%	?	12%	?	1	0
Cc1ccc(CCNC(=O)C2CCN(S(=O)(=O)c3ccc4c(ccn4C)c3)CC2)cc1	-13%	-9%	nt	-9%	?	nt	13%	nt	1
C/C(CCc1ccc2c(c1)OCO2)=N\N=C1\NC(=O)CC(C(=O)Nc2ccccc2)S1 (stereo unspecified)	-8%	-2%	-4%	i	27%	-5%	-21%	-15	-3
CC(=O)NNC(=O)c1sc(=S)n2c1[nH]c(=O)c1sccc12	2%	8%	1%	i	5%	-2%	1%	-4	0
CN(C[C@H](Cc1ccccc1)N(CCN(CCc1ccccc1)N=O)N=O)N=O	-23%	1%	0%	5%	-5%	-2%	-6%	?	-18
CN(CC(=O)Nc1ccccc1Cl)C(=O)COC(=O)C1CCN(c2ccc(C(F)(F)F)cn2)CC1	2%	10%	0%	-38%[inhibitor]	-8%	6%	24%	1	-3
c1ccc2c(c1)[nH]c1c(N3CCN(C4CCCCC4)CC3)ncnc12	?	-28%	2%	-2%	?	-14%	-2%	4	-1
Cc1ccc2c(c1)-c1onc(C(=O)N(C)c3ccc(F)cc3)c1CO2	-26%	-12%	-7%	-3%	2%	-8%	14%	nt	0
